Growth percent in the NCI-60 one-dose screen (48 h, 10 µM unless noted): 100 = growth as untreated, 0 = no growth, -100 = all killed.
MOLT-4: MOLT-4 leukemia cells; actives 6.9% (n = 80,000)
MDA-MB-231: MDA-MB-231 breast cancer | AID 1794789 | actives 5% (n = 81,000)
MDA-MB-435: MDA-MB-435 melanoma | actives 7.8% (n = 82,000) | AID 1794794
MDA-MB-468: MDA-MB-468 breast cancer; actives 8.5% (n = 78,000); AID 2202374
RPMI-8226: RPMI-8226 leukemia cells. actives 7.5% (n = 77,000)
K-562: K-562 leukemia; actives 7.4% (n = 78,000)
SR: SR leukemia cells; actives 8.7% (n = 73,000); AID 1794780
CCRF-CEM: CCRF-CEM leukemia. AID 1794778. actives 7% (n = 77,000)
* hit, by the source's call; . = not tested or not shown; & = joins results of further samples. The calls were made as follows: active = growth percent below 10; inactive = the rest. Compounds as they come (roughly 16% active in at least one column).

entry	molecule	MOLT-4	MDA-MB-231	MDA-MB-435	MDA-MB-468
1	CN1C(=O)/C(=C/c2ccc(C(=O)Nc3ncc(Cc4cc(Cl)ccc4Cl)s3)cc2)SC1=S	71	76	5.7*	44
2	CCOC(=O)/C(C#N)=C\Nc1ccccc1Cl	107	105	92	94
3	O=C1/C(=C/c2ccc(OCc3cccc(Cl)c3)cc2)Oc2cc(O)ccc21	42	64	52	25
4	COc1ccc(N2C(=O)CC(c3cc(OC)c(OC)c(OC)c3)C3C2=NC(=O)N3C)cc1 (configuration not stated)	114	109	101	99
5	Cc1ccc2c(c1)C(C)Cc1c(Cl)nc(-c3ccccc3)nc1N2C (configuration not stated)	90	99	103	87
6	Cc1nn(-c2ccccc2)c2c1N=c1s/c(=C\c3ccc(Cl)cc3)c(=O)n1CN2	75	66	61	50
7	CN(C)CCC1(c2ccccc2)C=Cc2ccccc21 (configuration not stated)	88	99	108	102
8	COC(=O)N1CCc2cc(OC)c(O)cc2C1Cc1c(Br)cccc1Oc1ccccc1 (configuration not stated)	55	84	94	73
9	O=C1/C(=C/C2C=Nc3ccccc32)SC(c2ccc(Cl)cc2Cl)N1n1cnnc1 (configuration not stated)	102	92	102	104
10	CCOC(=O)C1=C(C)N(c2ccc(OC)cc2)[C@]2(C#N)C(O)=C(Cl)C(Cl)=C(O)[C@]12C#N	91	102	105	.
11	COc1cccc(C(=O)Nc2cccc(-c3cc(=O)c4ccccc4o3)c2)c1	88	77	75	69
12	CC(C)/C=N/NC(N)=S	65	86	86	19

entry	RPMI-8226	K-562	SR	CCRF-CEM
1	57	55	64	63
2	100	102	92	95
3	28	25	35	42
4	119	.	126	109
5	86	89	82	90
6	26	69	107	55
7	84	104	.	92
8	72	43	73	90
9	94	102	.	100
10	100	103	89	92
11	93	96	74	107
12	60	47	52	29

Carrying on:
entry	molecule	MOLT-4	MDA-MB-231	MDA-MB-435	MDA-MB-468
13	N#Cc1cnn(C2=NC(c3cccc([N+](=O)[O-])c3)c3sc4ccc(Cl)cc4c3N2)c1N (configuration not stated)	92	77	107	96
14	O=C(Cn1ccnc1)Nc1ccc(-c2nc3ccccc3s2)cc1	68	80	82	0.7*
15	O=C(N/N=C/c1ccc(Cl)cc1)N/N=C/c1ccc(Cl)cc1	91	92	103	114
16	CC#CC(=O)N1CC[C@@H](n2c(=O)n(-c3ccc(Oc4ccccc4)cc3)c3c(N)ncnc32)C1	60	81	95	48
17	O=C(OCC(O)COC(=O)c1cccnc1)c1cccnc1	93	119	103	98
18	CSCCC(N)C(=O)O (configuration not stated)	104	.	103	106
19	C/C(=N\O)c1ccc(OC(=O)c2cc(-c3ccc(S(C)(=O)=O)cc3)nc3ccccc23)cc1	91	93	101	100
20	CCCN(C(=O)Cc1c(F)cccc1Cl)c1c(N)n(Cc2ccccc2)c(=O)[nH]c1=O	69	99	110	73
21	COc1ccc(C(=O)C(CCC(CNC(C)(C)C)C(=O)c2ccc(OC)cc2)CNC(C)(C)C)cc1 (configuration not stated)	69	95	98	87
22	COc1ccc(C[N+](C)(C)Cc2ccc(OC)cc2)cc1	98	115	97	107
23	Cc1ccc(-c2nc3cc4nc5ccccc5nc4cc3n2C)cc1	104	98	111	118
24	CCN(CC)c1nc(SCC(=O)Nc2nc3ccc(C)cc3s2)nc(-c2ccccc2)c1C#N	80	78	98	87

entry	RPMI-8226	K-562	SR	CCRF-CEM
13	.	99	89	112
14	52	40	37	69
15	.	105	.	100
16	51	54	45	60
17	96	93	69	106
18	100	105	100	86
19	100	96	.	105
20	105	94	.	95
21	76	75	65	78
22	108	99	98	103
23	104	102	109	100
24	61	86	2.2*	.

Profiles from above. Order of values: MOLT-4	MDA-MB-231	MDA-MB-435	MDA-MB-468	RPMI-8226	K-562	SR	CCRF-CEM
O=C(Cn1ccnc1)Nc1ccc(-c2nc3ccccc3s2)cc1 as listed: 68	80	82	0.7*	52	40	37	69
O=C1/C(=C/C2C=Nc3ccccc32)SC(c2ccc(Cl)cc2Cl)N1n1cnnc1 (configuration not stated) as listed: 102	92	102	104	94	102	.	100

Next results:
entry	molecule	MOLT-4	MDA-MB-231	MDA-MB-435	MDA-MB-468
25	CN1CCc2c(sc3ncnc(N/N=C/c4c(F)cccc4Cl)c23)C1	77	.	98	45
26	O=C(Nc1nccs1)c1ccc2ccc3ccc(C(=O)Nc4nccs4)nc3c2n1	101	111	94	117
27	O=C(NCc1ccc(Cn2c(=O)sn(-c3ccc(Cl)cc3)c2=O)cc1)OCc1ccc2c(Cl)cc(Cl)c(O)c2n1	19	72	55	45
28	O=C(COc1ccccc1)NCC(=O)Nc1ccc(Oc2ccccc2)cc1	67	95	100	.
29	COc1ccc(C(=S)c2ccc(OC)cc2)cc1	102	104	96	97
30	CN1CC[C@H](c2c(O)cc(O)c3c(=O)cc(-c4ccccc4Cl)oc23)[C@H](O)C1	1.3*	1.3*	-73*	-43*
31	COc1ccc(NC2=C(Cl)C(=O)C(C)=C(C)C2=O)cc1OC	40	45	103	-39*
32	CN(C)c1ccc(S(=O)(=O)O)cc1	107	105	110	106
33	CC(OC(=O)c1ccccc1)c1ccccc1 (configuration not stated)	98	105	99	89
34	Cc1ccc(-c2ccc(F)cc2)n1-c1ccc(F)cc1	37	72	82	59
35	O=C(O)CCC(NC(=O)C1CCCCC1C(=O)O)C(=O)O (configuration not stated)	84	107	112	95
36	COc1ccc(/C=C/c2cc(-c3ccc(OC)c(OC)c3)c3sc(=O)[nH]c3n2)cc1OC	102	79	91	102

entry	RPMI-8226	K-562	SR	CCRF-CEM
25	56	83	66	23
26	88	87	77	89
27	47	30	52	32
28	78	61	77	97
29	.	96	69	105
30	6.4*	6.1*	-0.3*	10
31	89	60	84	15
32	96	104	93	96
33	57	108	123	73
34	45	47	27	45
35	107	76	103	102
36	75	96	75	112

Later entries.
entry	molecule	MOLT-4	MDA-MB-231	MDA-MB-435	MDA-MB-468
37	CCCCCCCCCCCC(=O)N(C)CC(=O)O	105&104	117&114	101&99	103&98
38	COc1ccc(C2=NN(C=O)C(c3ccc(Cl)cc3)C2)cc1S(N)(=O)=O (configuration not stated)	98	98	100	97
39	CC(=O)Nc1cccc(Nc2c(C#N)cnc3ccc(NC(N)=O)cc23)c1	94	105	92	96
40	CCCC1(C(=O)OCC)CCCCC1=O (configuration not stated)	89	127	113	105
41	CC(=O)Nc1ccc2c(O)cc(S(=O)(=O)O)cc2c1	119&109	106&105	103	99
42	O=C1CCc2ccccc21	109	106	110	99
43	O=C(Nc1cc(Cl)cc(Cl)c1)Nc1ccc2c(ccn2C(=O)c2cccc(F)c2)c1	87	95	91	70
44	Nc1ncnc2c1N=C(c1ccc3c(c1)OCO3)CC(c1cccc(Nc3ccnc4cc(C(F)(F)F)ccc34)c1)N2 (configuration not stated)	94	88	93	87
45	O=C(O)CC1(CC(=O)Nc2nccs2)CCCCC1	120	113	103	107
46	COc1ccc(CNC(=O)c2c(C)n([O-])c3cc(F)c(F)cc3[n+]2=O)cc1	97	76	106	.
47	COc1ccc(OC)c(C(O)CNC(=O)CN)c1 (configuration not stated)	116	118	97	103
48	C=C(C)[C@@H]1CC[C@]2(C(=O)N3CCNCC3)CC[C@]3(C)[C@H](CC[C@@H]4[C@@](C)(CCC(=O)N5CCNCC5)[C@H](C(=C)C)CC[C@]43C)[C@@H]12	25	71	74	49

entry	RPMI-8226	K-562	SR	CCRF-CEM
37	97&103	115&96	99&99	98&90
38	103	90	.	91
39	.	95	93	92
40	107	92	90	92
41	88&104	87&115	76	83
42	102	109	98	102
43	70	85	100	82
44	5.1*	21	23	65
45	83	135	87	81
46	86	47	38	91
47	102	94	105	107
48	12	3.0*	-15*	3.8*

Other structures.
entry	molecule	MOLT-4	MDA-MB-231	MDA-MB-435	MDA-MB-468
49	CCC(=O)OC1CCCCC1OC(=O)CC (configuration not stated)	100	108	101	106
50	O=C1Nc2ccccc2C12NCCc1cccc(O)c12 (configuration not stated)	108	97	105	98
51	COc1cc2c(c(OC)c1OC)C(=O)/C(=C/c1cc(C)c(O)c(C)c1)S2	34	38	-37*	5.2*
52	O=C(/C=C\c1ccc(C(=O)Nc2ccc(C3=NCCN3)cc2)cc1)Nc1ccc(C2=NCCN2)cc1	127	122	118	77
53	CC(C)(C)C1CCC(O)CC1 (configuration not stated)	106	100	95	95
54	COC(=O)[C@@H]1CCCN1C(=O)[C@H]1CCCN1C(=O)[C@@H](Cc1c[nH]c2ccccc12)NC(=S)Nc1cc(C(F)(F)F)cc(C(F)(F)F)c1	16	25	32	29
55	COc1ccc(/C(C)=N/N=C(\C)c2ccc(OC)cc2)cc1	95	100	98	111
56	O=C(N/N=C/c1ccc2c(c1)OCO2)c1ccccc1	97	89	93	113
57	COc1ccc(-c2nc(Sc3nc4c(c(=O)n(C)c(=O)n4C)n3Cc3ccc(F)cc3)[nH]c(=O)c2C#N)cc1	107	81	111	108
58	COc1ccc(CNc2c3ccccc3nc3ccccc23)cc1F	8.9*	29	7.6*	-19*
59	COc1cc(-c2[nH]nc3c2C(c2cn[nH]c2-c2ccc(F)cc2)C(C#N)=C(N)O3)cc(OC)c1OC (configuration not stated)	91	112	107	100
60	O=C1c2cc(O)c(O)cc2O[C@H](c2ccc(O)c(O)c2)[C@H]1O	99	87	103	.

entry	RPMI-8226	K-562	SR	CCRF-CEM
49	95	101	88	92
50	103	99	109	101
51	22	21	34	25
52	97	102	114	97
53	101	95	97	101
54	.	28	5.3*	36
55	97	94	.	97
56	119	84	88	.
57	115	116	.	109
58	-5.8*	4.8*	4.9*	30
59	99	96	.	95
60	108	79	82	88

The list continues:
entry	molecule	MOLT-4	MDA-MB-231	MDA-MB-435	MDA-MB-468
61	COc1cccc(-c2nc3occn3c2-c2ccnc(NCCCNS(=O)(=O)c3ccc(C(F)(F)F)cc3)n2)c1	69	90	76	82
62	COC(=O)c1c2c(c(C)[n+]([O-])c1C)C(=O)C(NCc1ccc(O)cc1)=CC2=O	-1.4*	-10*	-96*	-44*
63	CC(C)C(/C=N/N=C(N)N)=N\N=C(N)N	91	105	105	110
64	CCCCCC/C(C)=C\C(=O)OCC	105	95	105	98
65	CCC(=O)Oc1cccc(OC(=O)CC)c1	113	114	98	119
66	CS(=O)(=O)c1ccc(/C(=N/N=C(N)N)c2ccc(Cl)cc2)cc1	99	96	8.7*	68
67	CSc1nc2c(NCc3ccc(Cl)cc3)[nH]c(=O)nc2n1-c1ccccc1	65	96	107	79
68	COc1ccc(OC)c(NC2=C(Cl)C(=O)C(C)=C(C)C2=O)c1	36	77	106	-32*

entry	RPMI-8226	K-562	SR	CCRF-CEM
61	79	70	97	94
62	-2.1*	6.7*	11	6.1*
63	97	91	83	.
64	100	122	111	109
65	105	101	108	105
66	101	41	35	94
67	63	76	77	75
68	66	56	97	13

Random excerpt: 7 compounds from above, in no set order.
entry	molecule	MOLT-4	MDA-MB-231	MDA-MB-435	MDA-MB-468
66	CS(=O)(=O)c1ccc(/C(=N/N=C(N)N)c2ccc(Cl)cc2)cc1	99	96	8.7*	68
68	COc1ccc(OC)c(NC2=C(Cl)C(=O)C(C)=C(C)C2=O)c1	36	77	106	-32*
63	CC(C)C(/C=N/N=C(N)N)=N\N=C(N)N	91	105	105	110
64	CCCCCC/C(C)=C\C(=O)OCC	105	95	105	98
62	COC(=O)c1c2c(c(C)[n+]([O-])c1C)C(=O)C(NCc1ccc(O)cc1)=CC2=O	-1.4*	-10*	-96*	-44*
67	CSc1nc2c(NCc3ccc(Cl)cc3)[nH]c(=O)nc2n1-c1ccccc1	65	96	107	79
65	CCC(=O)Oc1cccc(OC(=O)CC)c1	113	114	98	119

entry	RPMI-8226	K-562	SR	CCRF-CEM
66	101	41	35	94
68	66	56	97	13
63	97	91	83	.
64	100	122	111	109
62	-2.1*	6.7*	11	6.1*
67	63	76	77	75
65	105	101	108	105

Down the list, as entered above:
Nos. 61–68 in MDA-MB-468: 82, -44*, 110, 98, 119, 68, 79, -32*
